SARS 3CLpro inh: SARS-CoV 3CLpro protease inhibition; P0C6X7; recombinant SARS-CoV 3CLpro, quenched FRET peptide cleavage; inhibition, % at 6 µM; 290,000 tested, 0.14% active; in the data active = inhibition above about 12%
Rv3671c inh: inhibitors of M. tuberculosis serine protease Rv3671c | 320,000 tested, 0.048% active | inhibition, % at 5.96 µM | P9WHR9; in the data active = inhibition above about 38%;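 also: extracellular domain of Rv3671c used as enzyme; 0% = enzyme with DMSO and 100% = no enzyme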
Target sequence (P9WHR9 whole entry, looked up, the tested form may be a part): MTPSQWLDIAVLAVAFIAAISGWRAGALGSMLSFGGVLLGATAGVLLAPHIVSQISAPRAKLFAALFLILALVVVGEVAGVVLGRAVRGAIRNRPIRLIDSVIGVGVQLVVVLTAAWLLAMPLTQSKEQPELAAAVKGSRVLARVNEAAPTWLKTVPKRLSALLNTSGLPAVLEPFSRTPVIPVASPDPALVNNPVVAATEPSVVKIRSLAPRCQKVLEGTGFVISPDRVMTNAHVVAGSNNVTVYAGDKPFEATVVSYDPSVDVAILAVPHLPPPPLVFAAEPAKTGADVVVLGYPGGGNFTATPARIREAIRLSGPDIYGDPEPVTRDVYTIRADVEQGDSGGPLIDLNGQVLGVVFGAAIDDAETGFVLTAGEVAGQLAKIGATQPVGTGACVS
BoNT F protease: blocks Botulinum neurotoxin F light chain protease; 360,000 tested, 0.22% active; inhibition, % at 10 µM; Multiplex microsphere protease cleavage assay, flow cytometry; in the data active = inhibition above about 35%, passing the limit was not always enough; inconclusive = no clear call, values can overlap the other calls; also: plate controls were buffer without enzyme for full effect and enzyme alone for no effect
BoNT A protease: inhibitors of Botulinum neurotoxin A light chain protease | multiplex microsphere protease substrate cleavage, flow cytometry | inhibition, % at 10 µM | 360,000 tested, 0.17% active; also: plate controls were buffer without enzyme for full effect and enzyme alone for no effect
PrPC surface inh: reduces human prion protein on the cell surface. P04156. cell surface PrPC, TR-FRET read-out. inhibition, % at 13.8 µM. 370,000 tested, 0.43% active; in the data active = inhibition above about 24%; also: 0% = median of the test wells and 100% = reference compound wells
CCHFV vOTU inh: CCHFV vOTU protease inhibition; Pep-AMC fluorescence; inhibition, % at 11.5 µM; 370,000 tested, 0.55% active; in the data active = inhibition above about 30%; also: 0% = vehicle wells with enzyme and 100% = no enzyme wells
VHR inh abs: DUSP3 (human) phosphatase inhibition | P51452 | recombinant VHR phosphatase, pNPP absorbance | inhibition, % at 13.3 µM | 290,000 tested, 0.52% active | AID 1654; in the data active = inhibition above about 50%; also: some compounds called inactive have numbers as strong as hits
Target sequence (P51452 whole entry, looked up): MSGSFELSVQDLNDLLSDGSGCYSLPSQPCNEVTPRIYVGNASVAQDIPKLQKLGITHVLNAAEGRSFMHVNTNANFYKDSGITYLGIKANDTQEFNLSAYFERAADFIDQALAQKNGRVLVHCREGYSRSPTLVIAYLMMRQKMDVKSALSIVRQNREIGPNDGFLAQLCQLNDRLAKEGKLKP
Anthrax LF inh2: inhibitors of Bacillus anthracis lethal factor protease. P15917. multiplex microsphere protease cleavage assay, LF. inhibition, % at 10 µM. 360,000 tested, 0.12% active; also: plate controls were buffer without enzyme for full effect and enzyme alone for no effect
PriA SSB inh: inhibitors of Klebsiella pneumoniae PriA binding to SSB C-terminal tail. AlphaScreen SSBct-PriA binding, biotinylated peptide. inhibition, % at 33 µM. 430,000 tested, 0.6% active; in the data active = inhibition mostly above about 37%, no sharp cut-off; inactive = mostly below about 20%;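 also: plate controls were negative control peptide for no effect and reference peptide for full effect; strong numbers were not always called active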
MazF activator: activators of E. coli MazEF toxin-antitoxin RNase. FAM/BHQ RNA-DNA oligo cleavage fluorescence, 5 h. activation, % at 20 µM. 350,000 tested, 0.32% active. AID 504720; in the data active = activation above about 50%
Target sequence (P0AE70 whole entry, looked up): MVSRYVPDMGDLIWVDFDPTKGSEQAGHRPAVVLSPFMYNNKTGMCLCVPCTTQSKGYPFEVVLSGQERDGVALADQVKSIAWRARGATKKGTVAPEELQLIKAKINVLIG
An asterisk follows results filed as active; i = inactive; ? = inconclusive; nt = not tested or not shown. Rule as the data show it, unless noted: active = inhibition above about 30%; inconclusive = no clear call, values can overlap the other calls; inactive = below that. A portion of the library; rates above refer to the full screens.

SMILES	SARS 3CLpro inh	Rv3671c inh	BoNT F protease	BoNT A protease	PrPC surface inh	CCHFV vOTU inh	VHR inh abs	Anthrax LF inh2	PriA SSB inh	MazF activator
O=C(Nc1ccc2c(c1)CCC2)c1cccs1	1.5	6.7	-1.6	-0.6	-7.5	-1.6	-5.7	-4.6	-9.1	5.5
CC1CCCC(C(=O)O)N1C(=O)CCS (centres undefined)	4.1	-1.0	5.6	-0.4	3.9	6.2	34.7	1.1	5.8	-18.4
Cc1ccccc1-n1c(O)c(C=NC2CCS(=O)(=O)C2)c2ccccc2c1=O (centres undefined)	-0.9	4.3	2.2	-0.8	-7.6	-1.1	-15.6	-6.7	0.7	-4.1
CC1=C(C(=O)NC2CCCc3c2cnn3-c2cc(F)cc(F)c2)OCCO1 (centres undefined)	-7.9	-3.9	1.4	-4.3	-3.0	-6.2	1.2	-2.0	-3.2	1.6
O=C(c1ccc2c(c1)[nH]c(=S)n1c3ccccc3nc21)N1CCN(c2cccc(Cl)c2)CC1	5.5	-7.6	2.6	0.3	-0.6	-6.0	19.0	-1.7	-0.5	-7.4
COc1ccccc1-n1c(-c2ccc(C)cc2)nc2ccccc2c1=O	3.2	nt	6.1	-1.8	1.1	-15.3	-3.8	-5.2	-2.5	9.9
O=C(C1=C[C@@H](c2ccccc2)C[C@@H](OCc2ccc(CO)cc2)O1)N1CCN(Cc2ccc3c(c2)OCO3)CC1	1.9	2.6	2.3	-0.4	1.0	0.9	7.4	-5.5	7.8	0.8
CC(=O)c1ccc(-n2nnnc2SCC(=O)Nc2sc(C)c(C)c2C#N)cc1	-2.0	-11.5	-0.1	-0.6	-1.2	25.6	8.4	-0.3	1.1	8.9
COc1cccc(C=Nc2ccccc2C(=O)Nc2ccccc2)c1O	5.2	1.8	-5.9	-0.3	-1.0	-29.9	-8.5	-4.1	7.2	11.5
Cc1cc(Cl)ccc1OCC(=O)N/N=C/c1ccncc1	-6.2	-6.0	-15.1	-2.1	3.0	2.7	10.2	-2.4	nt	0.1
CO/N=C(\N)c1nonc1N	-4.0	6.8	?	-0.7	-4.1	-9.6	15.5	13.7	i	3.2
O=C(Nc1cc(S(=O)(=O)N2CCOCC2)ccc1N1CCOCC1)c1ccccc1[N+](=O)[O-]	nt	7.5	5.5	1.4	-7.5	0.0	nt	1.2	-2.6	7.9
CCCS(=O)(=O)N1CCN(C(=O)c2cc(OC)cc(OC)c2)CC1	-3.5	-10.1	2.5	1.1	1.5	21.3	-7.3	4.3	-2.4	-0.8
COc1ccc(Cc2nnc(SCC(=O)NC3CCCCC3)n2C)cc1	-0.7	2.5	0.5	-1.7	-9.1	-3.0	-3.9	0.5	-11.6	-0.5
COc1ccc(Cl)cc1NC(=O)C(=O)N/N=C/c1cc(C)n(-c2ccc(C)cc2)c1C	4.2	3.8	-1.9	-0.7	-8.0	11.8	-6.4	-0.4	nt	9.0
COc1ccccc1OCCNC(=O)CN(c1cccc(C)c1)S(=O)(=O)c1ccccc1	-5.4	-2.0	-3.5	0.5	2.8	1.1	33.3	-3.8	-8.5	-1.8
O=C(O)c1cccn1Cc1ccccc1F	-4.0	5.9	5.5	0.4	3.9	-12.1	-0.7	-1.8	-12.2	2.3
CCc1nnc(NC(=O)C2CCN(C(=O)c3ccco3)CC2)s1	-3.0	-2.9	3.1	1.5	5.5	4.2	-19.2	-0.5	-11.7	6.7
Cc1ccc(CCNC(=O)c2cccc(NC3=NC4CS(=O)(=O)CC4S3)c2)cc1 (centres undefined)	-7.8	-1.8	-7.9	0.1	-0.4	0.2	9.4	-11.9	-6.5	4.6
CCc1cccc(N(C)C(N)=Nc2cccc3ccccc23)c1	nt	6.4	-3.0	-3.2	4.0	8.1	18.1	-9.2	-1.7	-1.8
Cc1ccnc(SCC(=O)Nc2oc(-c3ccccc3)c(-c3ccccc3)c2C#N)n1	3.1	-7.0	2.1	0.8	-0.9	5.5	22.7	1.7	-10.9	-12.7
CN(C)C(=O)c1ccc(NC(=O)CN2C(=O)NC3(CCCc4ccccc43)C2=O)cc1 (centres undefined)	nt	6.2	7.0	0.8	2.6	-0.4	nt	-1.2	-3.2	2.0
COc1ccc(CCN2CC(C(=O)NCCc3ccccn3)CCC2=O)cc1 (centres undefined)	-2.8	0.8	nt	nt	-0.3	3.5	17.5	nt	-4.5	6.4
CCOC(=O)[C@@H]1[C@H]2COc3cc(OC)ccc3[C@@H]2N2C(=O)N(c3ccc(C(F)(F)F)cc3)C(=O)[C@@]12C	2.6	-0.4	-6.5	-0.1	2.7	6.2	-10.5	0.0	13.8	3.7
COc1ccc(OC)c(C(=O)N/N=C/c2ccccn2)c1	-1.9	-2.2	?	-2.1	-16.0	11.5	6.1	-5.9	nt	6.3
C#CCOc1c(Cl)cc(/C=N/NC(N)=S)cc1OCC	1.6	-5.7	-11.8	0.3	-1.4	17.6	-1.5	-5.2	nt	11.2
COCc1cc(C)n(CC(=O)Nc2c(C)cccc2C)c(=O)c1C#N	-0.5	4.0	-1.9	-0.2	-5.6	-22.3	-7.7	-0.3	6.8	5.8
C[C@H](CCC(=O)NCC(=O)O)[C@H]1CC[C@H]2C3[C@H](O)C[C@@H]4C[C@H](O)CC[C@]4(C)[C@H]3C[C@H](O)[C@]12C (some centres undefined)	nt	4.7	-14.2	-1.0	8.8	-2.8	nt	-7.7	-0.8	9.0
CC(C)(C)c1nnc(NC(=O)c2cccnc2Cl)s1	-0.8	6.4	0.9	0.1	8.9	8.1	6.7	-3.0	3.3	4.2
CC(Oc1ccccc1)C(=O)N1CCN=C1SCc1ccccc1F (centres undefined)	4.6	-16.7	-0.9	0.4	0.8	9.1	24.6	1.8	-16.4	5.5

Complete entries, looked up by structure. Values in the order: SARS 3CLpro inh | Rv3671c inh | BoNT F protease | BoNT A protease | PrPC surface inh | CCHFV vOTU inh | VHR inh abs | Anthrax LF inh2 | PriA SSB inh | MazF activator
`CCCS(=O)(=O)N1CCN(C(=O)c2cc(OC)cc(OC)c2)CC1` across the screens: -3.5 | -10.1 | 2.5 | 1.1 | 1.5 | 21.3 | -7.3 | 4.3 | -2.4 | -0.8
`O=C(O)c1cccn1Cc1ccccc1F` across the screens: -4.0 | 5.9 | 5.5 | 0.4 | 3.9 | -12.1 | -0.7 | -1.8 | -12.2 | 2.3
`COc1ccccc1-n1c(-c2ccc(C)cc2)nc2ccccc2c1=O` across the screens: 3.2 | nt | 6.1 | -1.8 | 1.1 | -15.3 | -3.8 | -5.2 | -2.5 | 9.9

Next section:
SMILES	SARS 3CLpro inh	Rv3671c inh	BoNT F protease	BoNT A protease	PrPC surface inh	CCHFV vOTU inh	VHR inh abs	Anthrax LF inh2	PriA SSB inh	MazF activator
CC(C)(C)OC(=O)N1CCN(C(c2ccnc3ccccc23)c2nnnn2-c2ccc3c(c2)OCCO3)CC1 (centres undefined)	nt	nt	-4.3	-0.3	7.7	-6.9	nt	-1.6	nt	nt
CCOc1ccc(N2C(=O)CC(NCCc3ccc(S(N)(=O)=O)cc3)C2=O)cc1 (centres undefined)	4.8	1.2	6.3	0.3	-2.6	-1.0	35.9	2.0	-3.0	2.2
COC(=O)c1ccc(NC(=O)CSc2nnc(C3CC3)n2C)cc1	0.0	4.2	-5.5	2.0	1.9	0.8	44.7	-0.5	-16.2	-15.7
CCOC(=O)Nc1sc(NS(=O)(=O)c2ccc(C)cc2)nc1C	0.1	4.0	4.0	-0.6	4.0	29.7*	19.6	-5.5	-4.3	-2.0
Cc1ccc(S(=O)(=O)N2CCN(C(=O)COC(=O)Cc3ccc(F)cc3)CC2)c(C)c1	nt	nt	nt	nt	3.7	8.2	nt	nt	1.5	-7.3
COc1ccc(/C(C)=N/NC(=O)CNC(=O)c2cccnc2)cc1	-2.3	-8.4	30.0	1.7	3.8	-9.3	42.5	9.6	nt	1.3
CCNC(=O)/C(=C/c1ccco1)NC(=O)/C=C/c1ccccc1	-13.1	2.8	-6.3	-0.4	-10.4	-4.9	0.2	-0.4	-16.8	-4.3
CC(CCc1ccccc1)NC(=O)C1CCCN(C(=O)c2cc3sccc3n2C)C1 (centres undefined)	-1.8	-6.0	-0.7	2.2	13.6	-11.7	16.6	-3.8	5.8	-11.6
O=C1OC(NC(=O)c2ccccc2)C(N2CCOCC2)=C1Cl (centres undefined)	-2.2	5.9	2.4	1.0	7.6	-10.4	-4.1	-1.5	-3.4	8.0
S=c1[nH]nc2ccccn12	nt	nt	-5.3	0.7	-3.0	2.9	nt	-0.4	-0.2	3.2
CC(C)(C)c1ccc(C(=O)OCCNC(=O)c2c(Cl)nc3ccccn23)cc1	0.9	-11.4	8.7	1.0	-3.7	15.8	18.7	-2.1	-5.6	-0.8
CC(O)CNCCCCOc1ccc(OCc2ccccc2)cc1 (centres undefined)	5.1	-2.5	-3.8	-0.5	2.7	-1.1	9.3	-5.7	-1.9	-1.1
COc1cc(C)nc(N(C)S(=O)(=O)c2ccccc2Cl)n1	0.3	-2.2	9.5	-0.2	8.9	2.0	14.6	-3.0	-19.2	-0.9
COc1ccc(/C=C2\SC(=S)N(Cc3cccnc3)C2=O)cc1C	-2.8	-12.0	11.6	37.9*	-0.5	-10.1	-16.8	19.7	-0.3	-15.8
Cc1ccc(C)c(OCC(=O)Nc2nc3ccc([N+](=O)[O-])cc3s2)c1C	3.4	-0.9	-1.1	?	3.5	-3.1	23.2	-0.9	1.2	15.7
COc1ccc(NC(=O)CN(C)C(=O)c2cccc(S(=O)(=O)N3CCN(Cc4ccccc4)CC3)c2)cc1	0.1	1.6	-3.8	-0.3	nt	nt	-7.2	-0.4	-3.6	-3.3
CN(Cc1nc(-c2cnccn2)no1)C1CC(C)(C)NC(C)(C)C1	0.8	-0.6	5.8	0.7	13.4	-9.9	11.0	0.2	7.5	8.3
O=C(Nc1ccccc1)OCc1cc(-c2ccccc2Cl)on1	2.8	-20.3	3.8	-0.4	-0.2	12.8	6.4	-3.7	-52.1	1.8
COc1ccc(CN2CN=C(Nc3nc4ccccc4s3)NC2)cc1	1.3	5.0	-4.6	-3.6	nt	nt	31.1	-2.3	-7.6	62.1*
COc1ccc(N2CCCn3c2nc2c3c(=O)n(Cc3ccccc3F)c(=O)n2C)c(OC)c1	-1.0	-1.4	1.8	0.8	9.6	-3.8	19.4	2.8	-7.9	3.8
CCOC(=O)CCc1ccc(NC(=O)/C=C/c2ccc([N+](=O)[O-])o2)cc1	nt	nt	1.3	0.5	-37.8	3.5	nt	0.4	-8.2	9.9
Cc1cccn2c(=O)cc(COC(=O)C(C)Oc3ccccc3)nc12 (centres undefined)	nt	-3.8	-20.3	-6.1	-5.6	2.3	nt	-7.8	-17.7	-17.6
COc1ccc(NC(=O)N2CCCC(C(=O)NCCc3ccccc3)C2)cc1 (centres undefined)	1.7	-11.5	3.6	-1.3	7.0	11.1	35.6	-0.6	-12.1	6.3
COc1ccc(S(=O)(=O)N(CC(=O)NC2CCCC2)c2ccccc2OC)cc1	-0.2	-2.4	-6.8	-2.0	1.6	8.1	6.5	-2.0	-7.4	1.7
CC(=O)NC1CC2CCCC(C1)N2CC(=O)NCc1ccc(F)cc1 (centres undefined)	-0.5	-4.1	0.1	0.1	-8.9	-23.9	28.6	1.3	-7.3	1.9
O=C(NNc1c(Cl)cccc1Cl)c1c(F)cccc1Cl	0.1	7.7	nt	nt	1.6	-9.1	-6.7	nt	-6.6	5.5
Cn1c(CNS(=O)(=O)c2ccc(Cl)cc2)cc(=O)n(C)c1=O	-1.3	3.1	7.4	-0.9	0.7	-0.5	5.3	-2.1	-19.4	0.4
Cc1cccc(N=C2NC(=O)/C(=C3/C(=O)N(C)c4ccccc43)S2)c1C	-2.9	6.6	-8.2	-0.6	-1.1	-4.0	29.9	-7.3	-12.2	3.2

Looked up one by one from the entries so far, two records:
SMILES	SARS 3CLpro inh	Rv3671c inh	BoNT F protease	BoNT A protease	PrPC surface inh	CCHFV vOTU inh	VHR inh abs	Anthrax LF inh2	PriA SSB inh	MazF activator
COc1ccc(S(=O)(=O)N(CC(=O)NC2CCCC2)c2ccccc2OC)cc1	-0.2	-2.4	-6.8	-2.0	1.6	8.1	6.5	-2.0	-7.4	1.7
COc1ccc(NC(=O)N2CCCC(C(=O)NCCc3ccccc3)C2)cc1 (centres undefined)	1.7	-11.5	3.6	-1.3	7.0	11.1	35.6	-0.6	-12.1	6.3

Compound activity deposited in PubChem BioAssay by several laboratories.
